# TIM10 inh: TIM10 yeast growth inhibition; S. cerevisiae TIM10 strain growth, BacTiter-Glo luminescence, 24 h; inhibition, % at 10 µM; 330,000 tested, 1.4% active; AID 463195;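 active = inhibition of 40% or more at the single tested concentration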;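 also: wild-type TIM10 isogenic control strain grown at permissive 25 °C; 0% = DMSO yeast wells and 100% = minimal medium wells without yeast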
# CXCR6 inh: CXCR6 (human) receptor inhibition | O00574 | CHO-K1 PathHunter CXCR6 beta-arrestin, luminescence | inhibition, % at 20 µM | 360,000 tested, 0.36% active; in the data active = inhibition above about 34%, passing the limit was not always enough;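 also: antagonist mode with CXCL16 agonist at 10 nM final; 0% = 10 nM CXCL16 with DMSO and 100% = unstimulated wells without agonist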
# Target sequence (O00574 whole entry, looked up): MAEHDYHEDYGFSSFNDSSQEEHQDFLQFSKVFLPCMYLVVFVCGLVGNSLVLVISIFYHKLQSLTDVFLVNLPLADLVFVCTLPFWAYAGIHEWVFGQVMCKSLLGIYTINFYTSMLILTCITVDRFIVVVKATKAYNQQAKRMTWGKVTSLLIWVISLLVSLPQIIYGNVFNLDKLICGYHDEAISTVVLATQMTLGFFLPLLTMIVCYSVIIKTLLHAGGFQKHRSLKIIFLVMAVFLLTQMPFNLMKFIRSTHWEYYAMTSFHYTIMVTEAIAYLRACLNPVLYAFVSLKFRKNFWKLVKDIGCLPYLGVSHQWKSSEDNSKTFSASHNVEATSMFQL
# tim10-1 inh: growth inhibitors of tim10-1 mutant yeast; S. cerevisiae tim10-1 ts strain growth, BacTiter-Glo, 24 h; inhibition, % at 20 µM; 330,000 tested, 2.2% active;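 active = inhibition of at least 40%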;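 also: mutant grown at 25 °C; 0% = DMSO wells with yeast and 100% = wells holding no yeast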
# XBP1 UPR activ: activators of adaptive arm of unfolded protein response (XBP1) | activation, % at 20 µM | AID 463104 | 330,000 tested, 0.33% active | CHO-XBP1 luciferase reporter, IRE1-XBP1 UPR activation, luminescence; percent of tunicamycin response, DMSO as zero;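 active = versus positive control, 20 µM dose yields 30% or more activation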;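 also: 100% = tunicamycin at 10 µg/mL and 0% = DMSO only wells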
#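 Material: CHO-XBP1 cells stably carrying IRE1-XBP1-driven luciferase reporter | Medium: F12 with 10% serum | Compound dosing: 20 µM single concentration, DMSO 1% | Incubation: Overnight seeding at 37 °C, 6 h compound treatment at 37 °C | Detection: Steady-Glo luminescence read | Read-out basis: % activation of reporter signal versus tunicamycin and DMSO controls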
# APJ ag: activates the human apelin receptor APJ; 330,000 tested, 0.11% active; activation, % at 20 µM; P35414; CHO-K1 APJ PathHunter beta-arrestin, luminescence; 0% DMSO wells, 100% apelin; AID 2520;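 active = activation more than six SD over the plate average, tested at 20 µM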;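 also: 0% = DMSO alone and 100% = apelin-13 at 10 nM; some results filed as inactive read as strong as hits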
# Target sequence (P35414 whole entry, looked up): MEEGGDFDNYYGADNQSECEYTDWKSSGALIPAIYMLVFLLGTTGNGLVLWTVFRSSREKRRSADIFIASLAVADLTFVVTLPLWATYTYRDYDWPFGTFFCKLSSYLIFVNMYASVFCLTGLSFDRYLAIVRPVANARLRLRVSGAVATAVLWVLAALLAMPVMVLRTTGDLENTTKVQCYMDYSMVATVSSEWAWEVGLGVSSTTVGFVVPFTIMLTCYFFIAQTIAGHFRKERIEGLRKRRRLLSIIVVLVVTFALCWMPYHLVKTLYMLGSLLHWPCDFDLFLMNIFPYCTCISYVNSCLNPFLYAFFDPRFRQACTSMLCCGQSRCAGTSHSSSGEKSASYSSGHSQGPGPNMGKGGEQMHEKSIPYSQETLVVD
#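 Assay system: CHO-K1 cells stably expressing ProLink-tagged human APJ and arrestin–beta-gal acceptor. Compound dosing: 20 µM single point, 1% DMSO. Times: 16-18 h seeding, 90 min dark compound exposure, 60 min detection. Detection: beta-gal luminescence. Evaluation: APJ–arrestin association signal. Controls: negative DMSO alone, positive Apelin-13 at 10 nM.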
# APJ antag: APJ receptor antagonism | P35414 | CHO-K1 APJ beta-arrestin complementation, luminescence | inhibition, % at 20 µM | 330,000 tested, 0.32% active | AID 2521;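 active = inhibition above about 40% at 20 µM, limit read from the data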;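 also: cells challenged with 10 nM apelin-13 agonist together with compound; plate controls were apelin-13 plus DMSO wells for no effect and DMSO wells lacking apelin-13 for full effect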
# Mdm2 MdmX PPI: inhibitors of human Mdm2/MdmX interaction; AID 485346; O15151+Q00987; 330,000 tested, 3% active; SaOS-2 split-luciferase Mdm2/MdmX complementation, luminescence; inhibition, % at 8 µM;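 active = inhibition of at least 50% at 8 µM in the primary screen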
# CHOP UPR activ: apoptotic UPR (CHOP) activation | CHO-CHOP luciferase reporter, luminescence; percent of tunicamycin response over DMSO baseline | activation, % at 10 µM | 330,000 tested, 0.34% active | AID 449763;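 active = at 10 µM dose, activation of 40% or more, normalized to positive control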;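 also: 100% = tunicamycin at 10 µg/mL and 0% = DMSO alone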
#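 Material: CHO-CHOP cells, stable luciferase reporter of PERK-eIF2a-CHOP signalling; quantity: 500 reporter cells seeded per well; buffer or medium: F12 medium containing 10% fetal bovine serum; compound: one dose, 10 µM in 0.5% DMSO; incubation: 6 h compound treatment, 37 °C; measured by: Steady-Glo luciferase luminescence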
# tim23-1 inh: growth inhibitors of tim23-1 mutant yeast; S. cerevisiae tim23-1 growth, BacTiter-Glo luminescence, 24 h; inhibition, % at 20 µM; 330,000 tested, 1.3% active;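 active = growth inhibition of the mutant yeast at or above 50%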;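 also: temperature-sensitive mutant grown at 25 °C; plate controls were DMSO-treated mutant yeast for no effect and medium wells lacking yeast for full effect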
# * hit, by the source's call; . = no result given. The list is partial; count on the stated rates, not on these rows.
SMILES,TIM10 inh,CXCR6 inh,tim10-1 inh,XBP1 UPR activ,APJ ag,APJ antag,Mdm2 MdmX PPI,CHOP UPR activ,tim23-1 inh
CCOC(=O)C1CCN(C(=O)c2cc(S(=O)(=O)N3CCOCC3)ccc2C)CC1,-1,-7,-6,-3,-2,-11,-13,0.6,-5
Cc1c(C(=O)c2cccc(F)c2)c2ccccn2c1CCC#N,11,2,6,-5,0,2,17,-0.9,38
O=C(/C=C/c1cccc(Cl)c1)NCc1cccs1,4,-1,32,2,-2,-14,20,1.1,34
CCOc1cc(NC(=S)NCC2CCCO2)c(OCC)cc1NC(=O)c1cccc(F)c1 (stereo unspecified),8,2,28,3,-3,-7,20,1.3,7
CCOC(=O)c1c(C)n(C)c2ccc(OCCN(C)C)cc12,1,-1,-15,-5,-3,-3,30,-3.3,-9
CSc1nc(=S)n(-c2ccccc2)c(C)c1C(C)=O,12,2,10,-4,-1,22,12,2.4,4
C[C@H]1COC(=O)[C@H](NC(=O)OCC2c3ccccc3-c3ccccc32)C/C=C\C[C@H](CC(=O)N(CCO)Cc2ccccc2)C(=O)N1,-3,8,17,-2,-1,16,9,2.1,12
Cc1ccsc1/C=N/NC(=O)C1CC(=O)N(c2ccccc2)C1 (stereo unspecified),25,4,23,-1,1,0,32,1.0,12
CCC(CO)Oc1cc(NCc2ccc(C(=O)O)cc2)c2ncn(C(C)C)c2c1 (stereo unspecified),-8,-8,12,-4,-2,5,9,0.9,13
CCCCN(C)Cc1c(C)[nH]c2ccc(C)cc2c1=O,5,-1,6,0,-1,14,-5,-0.5,5
CCC(=O)c1cc(F)ccc1OCC(=O)N1CCN(c2ccc(F)cc2)CC1,0,-10,17,-4,-1,11,17,0.0,18
COc1ccc(Cl)cc1NC(=S)NC1CCCC1,11,6,15,2,-2,5,15,-2.2,35
C=CC[n+]1c(/C=C2\C=Cc3cc(C)ccc3N2CC)ccc2ccccc21,-1,18,18,6,-4,24,85*,21,47
CC1CCC2=NN(C(=O)c3ccco3)C(O)(C(F)(F)F)C2C1 (stereo unspecified),10,-10,18,-3,0,-26,1,-0.9,17
CN1CCN(CC#Cc2ccccc2)CC1CCO (stereo unspecified),-5,1,-6,-4,1,25,7,1.1,-4
CC(=O)Nc1ccc(S(=O)(=O)Nc2ccc(-n3cnnn3)cc2)cc1,6,-1,-5,-2,-2,6,0,0.6,5
Cc1nnc(SCc2nnc(-c3ccccc3Br)o2)n1-c1ccccc1,2,10,9,0,-2,6,15,0.7,16
Cc1c(C(=O)NC2CC2)oc2ccccc12,3,-2,-4,2,0,11,6,2.8,9
Cc1ccn2cc(CNS(=O)(=O)c3cccs3)nc2c1,-11,-3,10,0,-2,-5,3,1.7,6
O=C(O)/C=C/C(=O)NCc1ccccc1,-10,-4,17,-1,1,-13,-22,1.1,-4
Cc1ccc(NS(=O)(=O)c2ccc(Br)s2)nc1,12,1,7,2,-5,2,3,-0.4,4
CC(=O)c1cccc(N(CC(=O)Nc2cc(C)cc(C)c2)S(C)(=O)=O)c1,-9,-4,19,-3,-3,-1,0,-0.6,16
CC(=O)Nc1ccc(-c2cc(NC(C)=O)n(-c3ccccc3)n2)cc1,-4,-1,-18,0,-4,13,17,-0.5,-12
Fc1ccc(CSc2nc3ncc(Br)cc3[nH]2)cc1,-7,-2,18,0,-1,-13,16,-0.7,5
CC(C)CC(=O)NC(=S)NNC(=O)c1ccc([N+](=O)[O-])cc1,-39,10,-5,-2,-3,0,1,0.3,-1
CC1(C)CC(=O)N(CC(=O)NC2CCCC2)c2ccccc2S1(=O)=O,-2,-1,4,-2,-1,9,-1,0.6,16
CCN(Cc1ccccc1)C(=O)CS(=O)(=O)c1ccccc1,5,-8,9,-2,-4,4,9,-1.8,18
O=C(CSc1nnnn1C1CCCCC1)NCCc1ccccc1,0,-3,8,2,-1,13,5,0.2,22
CCCc1c(C(=O)N/N=C/c2sccc2C)nnn1-c1nonc1N,-17,2,0,-2,-4,2,16,2.0,1
O=C(CCS(=O)(=O)c1ccccc1)Nc1nnc(-c2ccco2)o1,15,0,11,-3,5,17,7,-0.4,14

# 3 neighbouring records already listed:
SMILES,TIM10 inh,CXCR6 inh,tim10-1 inh,XBP1 UPR activ,APJ ag,APJ antag,Mdm2 MdmX PPI,CHOP UPR activ,tim23-1 inh
CC(=O)Nc1ccc(S(=O)(=O)Nc2ccc(-n3cnnn3)cc2)cc1,6,-1,-5,-2,-2,6,0,0.6,5
Cc1nnc(SCc2nnc(-c3ccccc3Br)o2)n1-c1ccccc1,2,10,9,0,-2,6,15,0.7,16
Cc1c(C(=O)NC2CC2)oc2ccccc12,3,-2,-4,2,0,11,6,2.8,9

# Next part
SMILES,TIM10 inh,CXCR6 inh,tim10-1 inh,XBP1 UPR activ,APJ ag,APJ antag,Mdm2 MdmX PPI,CHOP UPR activ,tim23-1 inh
CCOC(=O)N1CCC(NC(=O)c2ccc3c(c2)N(C)C(=O)/C(=C/c2cccc(OC)c2)S3)CC1,7,10,30,-4,11,-44,41,-0.6,16
CN(C)S(=O)(=O)c1ccc(C(=O)NCC[N+]2(C)CCCCCC2)o1,-5,5,-4,-3,-2,-7,10,-0.4,-11
COc1cccc(-c2ccc(NC(=O)C3CCCN(Cc4cnn(C)c4)C3)cc2)c1 (stereo unspecified),16,6,3,-3,7,-8,-1,0.9,10
Cc1nn(-c2ccccn2)c(C)c1Oc1ccccc1O,10,-4,21,1,-5,7,11,-0.4,8
COc1ccc(CCNC(=O)CCc2ccc(S(=O)(=O)NCC(C)C)cc2)cc1OC,9,0,7,-6,-2,6,4,0.9,-1
O=C(O)c1[nH]c2ccccc2c1NS(=O)(=O)Cc1ccccc1,10,-11,12,0,-3,3,-4,0.8,4
O=C(Nc1ccc(N2CCOCC2)cc1)c1cc2c(s1)CCCC2,14,12,6,9,-4,-1,-1,3.2,26
COc1ccc(C(=O)NCc2n[nH]c(=S)n2-c2ccccc2)cc1OC,12,5,11,-4,2,11,15,-0.6,5
COc1ccc(C(=O)NCC(=O)OCc2ccc(Cl)cc2Cl)cc1OC,1,11,11,0,-5,-5,-18,-0.7,13
Cn1nc(C(=O)NCCCN2CCCCC2)c2c1-c1ccccc1SC2,1,0,-3,-4,-2,18,-1,-1.7,-2
COc1ccc(CC(=O)N/N=C(\C)CC(=O)Nc2ccc(N(C)C)cc2)cc1OC,0,-2,22,2,0,9,10,-0.3,9
O=c1c(-n2cncn2)c[nH]n1-c1cccc(Cl)n1,1,-2,22,-3,0,-1,19,-2.2,3
Cc1cc([N+](=O)[O-])nn1Cn1nc([N+](=O)[O-])cc1C,-12,-14,5,-3,-1,-19,4,-1.4,6
O=C(Nc1ccc(S(=O)(=O)N2CCCCC2)cc1)C1CCCN(C(=O)c2ccc(Cl)cc2)C1 (stereo unspecified),31,-2,27,-1,1,-3,-6,2.4,19
COc1ccc(CCN(C)C2CCCN(S(C)(=O)=O)C2)cc1OC (stereo unspecified),-6,-4,-3,5,-1,16,23,0.1,10
CC(C)c1ccccc1OCC(=O)Nc1ccccc1C(=O)N1CCOCC1,1,2,18,-2,-1,-4,17,1.2,22
Cc1[nH]nc2c1C(c1cccc(O)c1)C1=C(CC(C)(C)CC1=O)N2 (stereo unspecified),-1,-3,17,-3,0,-2,-7,-2.8,19
CCn1c(SCc2cc(=O)[nH]c3ccccc23)nc2c1c(=O)n(C)c(=O)n2C,8,-4,3,3,-1,13,-1,-0.7,16
COc1ccc(-c2nc(CS(=O)CC(=O)NCc3ccc4c(c3)OCO4)c(C)o2)cc1OC (stereo unspecified),13,-1,10,1,0,-11,-7,-1.4,8
Cc1nn(CC(=O)Nc2ccc(Cl)c(S(=O)(=O)N(C)C)c2)c(C)c1[N+](=O)[O-],-17,-2,-13,-6,-2,1,22,-0.6,3
COc1ccc2oc(C(=O)OCC(=O)N3CC(C)OC(C)C3)c(C)c2c1 (stereo unspecified),6,6,10,-8,-3,-8,21,0.9,14
CCOC(=O)/C(C(=O)Nc1ccc(Cl)cc1Cl)=C1/NC(C)(C)Cc2ccccc21,6,.,24,1,5,2,7,2.0,10
O=C1C(Cl)=C(N2CCOCC2)C(=O)N1c1ccccc1F,2,-20,-15,-1,-1,10,7,0.1,4
CCCCN(CC)CCNC(=O)c1nn(-c2ccc(OC)cc2)c(=O)c2c1c1ccccc1n2C,25,28,37,0,-3,25,38,0.5,33
COc1ccc2c(C)cc(SCC(=O)Nc3cc(C(N)=O)cc(C(N)=O)c3)nc2c1,-10,-8,-3,-1,-4,3,14,0.1,-14
COc1ccc(-c2[nH]c(-c3ccccc3)nc2SCC(=O)Nc2nccs2)cc1,-1,-4,13,1,5,6,4,-0.3,32
CSc1cc(-c2ccc(Cl)cc2)c(C(=O)N2CCCC2)s1,-12,10,13,-5,-7,-20,2,0.6,28
CCOC(=O)c1c(C)n(OC)c2ccc3c(no[n+]3[O-])c12,0,-11,11,6,4,-12,3,-1.2,24
Cc1ccc(C)c(Cn2nnc3c(=O)[nH]c(C4CCN(S(=O)(=O)c5ccc(S(=O)(=O)N(C)C)cc5)CC4)nc32)c1,-24,-1,-13,-5,-2,2,43,-2.6,-22
Cc1cc(Cl)c(S(=O)(=O)N2CCN(c3ccccc3)CC2)cc1OCC(N)=O,15,9,14,-3,7,-8,40,-2.0,11
COc1ccc(CSCC(=O)NN=C2CCN(C)CC2)cc1,1,0,-11,-5,0,-17,13,-1.5,12
CCN(CCCCCCN)c1ccc2c(=O)[nH][nH]c(=O)c2c1,-5,-1,-13,-2,0,-9,9,-1.8,1
O=C(NCCCN1CCCCC1)c1ccc2c(c1)ncn2C1CCCC1,-3,4,-6,-4,-8,4,-9,-0.8,-2
O=C(O)C(=O)/C(=C\c1ccc([N+](=O)[O-])cc1)c1ccc2ccccc2n1,9,-2,2,-3,-3,7,-248,0.7,14
Cc1ccc(NC(=O)COC(=O)CCc2c[nH]c3ccccc23)cc1[N+](=O)[O-],20,-10,27,2,-4,-6,-17,0.6,16
CC1(C)CC(=O)C2=C(C1)OC(N)=C([N+](=O)[O-])C2c1ccc(C#N)s1 (stereo unspecified),17,7,19,-2,5,0,22,1.9,19
CC(C)C[C@@H](C(=O)NCC1CCCO1)N1C(=O)N2CCc3c([nH]c4ccccc34)[C@@]2(C)C1=O (stereo partly specified),11,-2,5,-1,-2,-24,2,1.3,20
COc1ccccc1CNC(=O)C1CCC(CNS(=O)(=O)c2ccccc2)CC1 (stereo unspecified),4,4,-11,0,-4,-7,7,0.0,5
CCN(C(=O)COC(=O)CCC(=O)c1cccs1)c1ccccc1,14,3,11,2,-2,4,-1,4.2,16
COc1ccc(NC(=O)[C@@H](NC(=O)N2C[C@H]3C[C@@H](C2)c2cccc(=O)n2C3)C(C)C)cc1OC,4,-4,4,-2,-4,1,-16,0.9,12
Nc1cc2c(cc1C(=O)c1ccccc1)OCCO2,9,-3,22,-1,-2,0,8,-0.9,16

# Assay outcomes (PubChem)
